Bioassay records (PubChem BioAssay)
ARNT-TACC3 inh = disruptors of ARNT/TACC3 protein interaction, primary screen, biochemical, AlphaScreen, single concentration; inhibition, % at 9.99 µM; AlphaScreen His-ARNT PAS-B/GST-TACC3 binding, luminescence; TACC3 fragment carries E629A point mutation; Transforming acidic coiled-coil-containing protein 3 (Homo sapiens), Q9Y6A5; hit rate 0.66% among 390,000; AID 623870, 2012;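 active = mean inhibition of replicates at least 50% and at least half of replicates each reaching 50%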;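 note: 0% = complete ARNT plus TACC3 wells and 100% = ARNT alone without TACC3; many hits fall short of the cut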
An asterisk follows results filed as active.

Sample of the layout, 18 compounds:
SMILES	ARNT-TACC3 inh
CCOC(=O)c1ccc(NC(=O)C2C3CCC(C3)C2C(=O)O)cc1 (stereo not drawn)	-2
Cc1oc(C(=O)Nc2ccc(C(=O)O)cc2)cc1COc1ccccc1	1
Clc1cccc(Oc2ncc(CN3CCOCC3)s2)c1	0
CN(C)c1ccc(NC(=O)c2cccc(N3C(=O)C4C5C=CC(C5)C4C3=O)c2)cc1 (stereo not drawn)	-12
CC(=O)N(CN1C(=O)C2CC=CCC2C1=O)c1cccc(Cl)c1 (stereo not drawn)	-1
CSc1ccccc1NC(=O)c1ccc(C)o1	-8
CC1(C)CC(=O)c2c(Cc3ccccc3)n[nH]c2C1	3
Cc1cccc(OCCOc2ccc(/C=N/NC(=O)Cc3nnc(N)s3)cc2)c1	2
Cn1c(=O)c2c(nc(N3CCN(c4ccccc4)CC3)n2CCCc2ccccc2)n(C)c1=O	-2
O=C(CNS(=O)(=O)c1cccc(C(F)(F)F)c1)Nc1ccccc1F	3
O=P(O)(CCc1ccccn1)CN1CCCCC1	3
COc1ccc(CNC(=O)CCc2c(C)nc3ncnn3c2C)cc1	-7
CCNC(=O)c1ccccc1-c1nc(-c2ccccc2Cl)no1	-19
Brc1ccc(-c2nnc(-c3ccco3)o2)cc1	4
Cn1nnc2cc(C(=O)NCCC3=CCCCC3)ccc21	25
COc1ccc(NC(=O)CSc2nnc(Cc3cccn3C)n2CCc2ccccc2)cc1OC	0
Cn1c(=O)c2c(nc(NCc3ccco3)n2C)n(C)c1=O	3
O=C(CC1(C(=O)O)CCCC1)N1CCOCC1	-5

This part in full, from the start:
SMILES	ARNT-TACC3 inh
CCOC(=O)c1ccc(NC(=O)C2C3CCC(C3)C2C(=O)O)cc1 (stereo not drawn)	-2
Cc1oc(C(=O)Nc2ccc(C(=O)O)cc2)cc1COc1ccccc1	1
Clc1cccc(Oc2ncc(CN3CCOCC3)s2)c1	0
CN(C)c1ccc(NC(=O)c2cccc(N3C(=O)C4C5C=CC(C5)C4C3=O)c2)cc1 (stereo not drawn)	-12
CC(=O)N(CN1C(=O)C2CC=CCC2C1=O)c1cccc(Cl)c1 (stereo not drawn)	-1
CSc1ccccc1NC(=O)c1ccc(C)o1	-8
CC1(C)CC(=O)c2c(Cc3ccccc3)n[nH]c2C1	3
Cc1cccc(OCCOc2ccc(/C=N/NC(=O)Cc3nnc(N)s3)cc2)c1	2
Cn1c(=O)c2c(nc(N3CCN(c4ccccc4)CC3)n2CCCc2ccccc2)n(C)c1=O	-2
O=C(CNS(=O)(=O)c1cccc(C(F)(F)F)c1)Nc1ccccc1F	3
O=P(O)(CCc1ccccn1)CN1CCCCC1	3
COc1ccc(CNC(=O)CCc2c(C)nc3ncnn3c2C)cc1	-7
CCNC(=O)c1ccccc1-c1nc(-c2ccccc2Cl)no1	-19
Brc1ccc(-c2nnc(-c3ccco3)o2)cc1	4
Cn1nnc2cc(C(=O)NCCC3=CCCCC3)ccc21	25
COc1ccc(NC(=O)CSc2nnc(Cc3cccn3C)n2CCc2ccccc2)cc1OC	0
Cn1c(=O)c2c(nc(NCc3ccco3)n2C)n(C)c1=O	3
O=C(CC1(C(=O)O)CCCC1)N1CCOCC1	-5
COC(=O)c1cc(C#N)c(Oc2ccc(F)cc2)nc1C	-1
N#C/C(=C/c1ccc(N2CCCCCC2)o1)c1ccc(Cl)cc1	-3
CSc1nnc(-c2ccc(S(=O)(=O)N3CCOCC3)cc2)n1CC1CCCO1 (stereo not drawn)	-14
O=C(COc1ccccc1)N1CCN(C(=O)c2cccs2)CC1	-1
COC(=O)c1ccc(C(=O)OC)c(NC(=O)CS(=O)(=O)Cc2ccccc2)c1	-6
CCCCNC(=O)CN(c1cccc(Br)c1)S(C)(=O)=O	-1
CC(=O)N1CCN(c2ccc(NCc3ccc(-c4cccc(Cl)c4)o3)cc2)CC1	-1
Cc1ccccc1OCC(=O)NNC(=S)NC(=O)c1ccco1	0
C#CCOCCOCCOCCNc1nc(N2CCN(C(=O)CCCCCCCCCCNC(=O)[C@H](CCCCN)n3cc(CCO)nn3)CC2)nc(N2CCN(C(=O)CCCCCCCCCCNC(=O)[C@@H]([C@H](C)O)n3cc(C)nn3)CC2)n1	-20
Cc1ccc(S(=O)(=O)N2CCC(C(=O)OCC(=O)N3CC(=O)Nc4ccccc43)CC2)cc1	-10
CC(Oc1ccc(Cl)cc1Cl)C(=O)Nn1cnnc1 (stereo not drawn)	1
CCNC(=O)COC(=O)C1CCC(=O)N(c2ccc(OC)cc2)C1c1ccc(OC)cc1 (stereo not drawn)	-4
COc1ccccc1NC(=O)Cn1nc(C(F)(F)F)c2c1CCCC2	-1
COc1ccc(O)c(/C=N\NC(=O)CCn2nnc3ccccc32)c1	51*
CCn1c2ccccc2c2cc(NC(=O)CSc3nnc(-c4cccc(C)c4)o3)ccc21	-4
O=C(CCC(=O)N1CCN(C2CCCCC2)CC1)Nc1nnc(C(F)(F)F)s1	-2
O=C(Cc1ccc(-n2c(=O)[nH]c3ccccc3c2=O)cc1)N1CCN(c2ccccc2)CC1	7
O=C(CNC(=O)c1ccc(Br)o1)NCc1ccc2c(c1)OCO2	4
Cn1c(CCNC(=O)c2ccco2)nc2cc(NS(=O)(=O)c3ccc(Cl)cc3)ccc21	0
Cc1ccc(/C(N)=N/OC(=O)/C=C/c2ccccc2)cc1	1
CCN(CC)c1ccc(NC(=O)c2cnn(CC)c2)cc1	13
O=C(Cc1ccc(Br)cc1)Nc1ccccc1Sc1ccccc1	1
Cc1noc(C)c1CSc1nnnn1-c1ccc(Cl)cc1	-7
c1ccc(-c2cn3c(n2)CCC3)cc1	-7
CCOC(=O)/C=c1\s/c(=C\c2c(OCC)ccc3ccccc23)c(=O)n1CC(=O)NCC1CCCO1 (stereo not drawn)	7
Cc1ccc(C)n1-n1cnc2sc3c(c2c1=O)CCCCC3	-4
CCn1cc(/C=N/N=C2\CCC3C4CCc5cc(O)ccc5C4CC[C@]23C)c(C)n1 (stereo partly drawn)	-14
CC1(C)CC(=O)C2=C(C1)NC(=O)CC2c1ccc(F)cc1 (stereo not drawn)	20
CCNC(=O)CCS(=O)(=O)c1ccc2ccccc2c1	-3
CSc1nc(NC(C)=O)nc(C)c1Cl	1
CCn1c(SCC(=O)Nc2oc(-c3ccccc3)c(-c3ccccc3)c2C#N)nnc1-c1ccncc1	-4
COc1cc2cc(C)c(SCC(=O)N3CCOCC3)nc2cc1OC	-1
O=P(O)(COc1ccccc1)COc1ccccc1	-2
COC(=O)CN1C(=O)C2(C(C#N)=C(N)Oc3c2c(C)nn3-c2ccccc2)c2ccccc21 (stereo not drawn)	6
Cc1cc2c(c(=O)o1)C(C1C=CCCC1)C(C#N)=C(N)O2 (stereo not drawn)	-2
O=C(N1CCN(c2ccccc2)CC1)C1(c2cccs2)CCOCC1	-3
CCOC(=O)c1cc2occc2n1CC(=O)N1CCCc2ccccc21	-1
Cc1noc(NS(=O)(=O)c2ccc(NC(=O)Nc3ccc(Cl)c(Cl)c3)cc2)c1C	-3
CC(=O)c1cc(F)c(N2CCN(C(=O)c3ccco3)CC2)cc1C	-4
COc1ccc(-n2c(=S)[nH]c3ccccc32)cc1	-7
Cc1ccc(C(=O)OCC(=O)Nc2sccc2C(N)=O)cc1NC(=O)c1ccco1	2
O=C(NCCN=C1NS(=O)(=O)c2ccccc21)c1ccncc1	5
More records follow.
SMILES	ARNT-TACC3 inh
Cc1ccc(NC(=O)c2ccc(CSc3nnc(C)s3)cc2)c(C)c1	-1
Cc1cnc(NC(=O)c2cc3c(s2)CCCC3)s1	-4
CC(=O)c1cccc(NC(=O)c2cc(-c3ccc(C)cc3)on2)c1	-3
CC(C)(C)c1ccc(Cn2c(=N)n(CC(O)c3ccco3)c3ccccc32)cc1 (stereo not drawn)	6
COc1cccc(CNC(=O)CCC2CCCN(C3CCOCC3)C2)c1 (stereo not drawn)	-5
O=C(CN1C(=O)c2ccccc2C1=O)Nc1ccc(-c2nc3ccccc3o2)cc1	-8
CN(C)CCCNCCCNC(=O)c1ccccn1	-16
CC(NC(=O)c1ccc(F)cc1)c1ccc2c(c1)CCCC2 (stereo not drawn)	-2
Cc1occc1C(=O)N1CCCc2ccccc21	7
Cc1ccc(-n2cnc3scc(-c4cccs4)c3c2=O)cc1	2
COc1ccc(C(=O)Nc2ccc(CN3CCOCC3)cc2)cc1	-3
Cc1onc(-c2ccccc2Cl)c1C(=O)OCN1C(=O)c2ccccc2C1=O	2
O=S1(=O)N=C(Nc2ccc(N3CCOCC3)cc2)c2ccccc21	3
COc1cc(C)c(Br)cc1S(=O)(=O)N1CCCC1	-3
CCN(CC)c1ccc(/C=N/Nc2nc3ccccc3[nH]2)c(O)c1	11
COc1ccc(N2C(=O)CC(NCc3ccc(F)cc3)C2=O)cc1 (stereo not drawn)	4
O=C(NCCCN1CCCC1=O)c1nnc(Cc2c(F)cccc2Cl)o1	-2
CCCCc1ccc(-c2nc(-c3ccncc3)no2)cc1	-5
O=C(CCC1CCCC1)Nc1ccc(Br)cn1	-9
CC(=O)CSc1nnc(-c2cnccn2)n1-c1ccccc1	-2
Cc1nc2c(C(=O)NCCC(C)C)c[nH]n2c(=O)c1Cc1ccccc1F	-18
CC(=O)c1c(C)n(-c2ccc(N(C)C)cc2)c2ccc(OCC(N)=O)cc12	1
CC1(C)CC(O)(CNCc2ccc3c(c2)OCO3)CCO1 (stereo not drawn)	2
Cc1cc(C)n2c(SCC(=O)Nc3c(C)n(C)n(-c4ccccc4)c3=O)nnc2n1	0
C=CCNc1nc(N2CCCC2)nc2ccccc12	35
Cc1nn(C)c(C)c1NC(=O)c1ccc(S(=O)(=O)N(C)C)cc1	-3
Cc1ccc(-c2nc(N)n(C(=O)c3cccnc3)n2)cc1	-3
O=c1ccc(=O)n2n1CC(O)C2	-1
CCOC(=O)c1nnn(-c2nonc2N)c1-c1ccc(C)cc1	-2
O=C(COc1ccc(Cl)cc1)NCc1nnc(SCC(=O)NCc2ccc3c(c2)OCO3)o1	-4
C=CCNC(=O)c1ccc(C)cc1Cl	-7
N#Cc1c(F)cccc1N1CCOCC1	-8
CCCN1C2CCCC1CC(NC(=O)c1ccccc1)C2 (stereo not drawn)	0
Cc1ccc(S(=O)(=O)Nc2cccc(/C=C/C(=O)O)c2)cc1	-3
O=C(O)CCCNC(=O)c1cncc(Br)c1	-6
CCOC(=O)C1=C(CNC2CCCCC2)NC(=O)NC1c1cc(C)ccc1C (stereo not drawn)	0

Overlap with the part before: 2 compounds, followed by the next part.
SMILES	ARNT-TACC3 inh
O=C(O)CCCNC(=O)c1cncc(Br)c1	-6
CCOC(=O)C1=C(CNC2CCCCC2)NC(=O)NC1c1cc(C)ccc1C (stereo not drawn)	0
CCOc1cccc(OCCCCN2CCOCC2)c1	0
COC(=O)c1cc(-c2ccc3c(c2)OCO3)nc2ccccc12	1
Cc1ccc(NC(=O)C/C(N)=N/O)cc1C	3
Cc1c(C(=O)Nn2cnnc2)oc2ccccc12	1
CCCCn1c(SCC(=O)NCc2cccs2)nc2c1c(=O)n(C)c(=O)n2C	-4
COC(=O)c1cc(Cl)c(NC(=O)c2cc3ccccc3o2)cc1OC	-3
COCCCNC(=O)Cn1nnc(-c2ccc(NC(=O)c3ccc(F)cc3)cc2)n1	-7
COC(=O)c1ccc(CSc2nc3ccccc3c(=O)n2-c2ccccc2)o1	3
CCOC(=O)C(NC(=O)CCC(=O)Nc1ccc(S(N)(=O)=O)cc1)C(O)c1ccccc1 (stereo not drawn)	-23
CO/N=C\C(=N\Nc1ccc(OC)cc1)C(=O)c1ccccc1	9
CCOC(=O)CCNC(C)C1COc2ccccc2O1 (stereo not drawn)	-5
CCn1c(-c2cc(OC)ccc2OC)csc1=Nc1c(C)n(C)n(-c2ccccc2)c1=O	8
Cc1ccc(Oc2ncc(CN3CCOCC3)s2)cc1	-1
COc1ccc(CCNC(=S)Nc2cccc(C)c2)cc1	4
c1n[nH]c(NCc2ccc3c(c2)OCO3)n1	6
COc1ccc(CCNCc2csc3nc4ccccc4n23)cc1OC	-1
COc1ccc(C2CC(C(F)(F)F)n3nc(C(=O)N(C)Cc4cn(C)nc4C)c(Cl)c3N2)cc1 (stereo not drawn)	6
COc1ccc(CN2C(=O)c3ccccc3C(/C=N/OCc3ccc(Cl)cc3)C2=O)cc1 (stereo not drawn)	-4
CCOC(=O)C1CCCN(Cc2ccc(OC)cc2OC)C1 (stereo not drawn)	-8
CC1(C)Nc2ccccc2N(CCC(=O)N2CCOCC2)C1=O	-1
CCOC(=O)c1c(O)c2ccccc2n(-c2ccccc2)c1=O	-5
CC(Oc1ccc(-c2nccc(-c3ccccn3)n2)cc1)C(=O)NN (stereo not drawn)	-5
CSc1nnc2c(n1)OC(C)=Nc1ccccc1-2	23
CCCCCCCCOc1ccc(C2OC34CCCCC3C(C#N)(C#N)C2(C#N)C(=N)O4)cc1 (stereo not drawn)	4
Nc1ccc2oc(-c3cccc(Br)c3)nc2c1	-8
CCCCCn1c(N2CCN(c3cccc(Cl)c3)CC2)nc2c1c(=O)[nH]c(=O)n2C	-9
CCS/C(N)=N/N=C/c1cc(C)ccc1O	0
O=C(CSCc1ccccc1)Nc1ccc(S(=O)(=O)N2CCOCC2)cc1	-4
N#CC(=C1CCCC1)c1nc(-c2ccccc2)cs1	-1
CCOC(=O)C1=C(O)/C(=C/c2cc(OC)c(OC)c(OC)c2)N=C1C	-2
O=C(O)c1csc(Br)c1Br	-2
COc1ccc2c(c1)OC[C@H]1[C@H]2N2C(=O)c3cc(Cl)ccc3NC(=O)[C@@]2(C)[C@H]1c1ccccc1	-14
CCCc1nnc(SCC(=O)N2CCCC(C)C2)n1CCCOC (stereo not drawn)	-3
Cc1cccc(OCCCC(=O)Nc2ccc(N3CCCCC3)cc2)c1	-2
COc1ccc(Cc2nnc(NC(=O)c3ccco3)s2)cc1	0
CCc1nnc(NCC(=O)N2CCc3ccccc32)s1	2

Not all compounds are listed (hit frequency here may not be typical).
